Bioassay records: PubChem BioAssay, National Center for Advancing Translational Sciences (NCATS)
RORgamma inh = blocks mouse ROR gamma transcriptional activity | Potency, µM (top dose mostly 53.6 µM), for the others: at the top dose activity change, negative = inhibition, usual class: inhibitors | Drosophila S2 Gal4-RORgamma UAS-luciferase reporter, 20 h | 310,000 compounds, 5.4% hits; further: potency means the concentration at half of the fitted maximal effect; on the % scale 0 is the no-effect control and ±100 the full control effect; nearly all actives have a fitted effect of over 60% in size
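Luminescence from a UAS-regulated Photinus luciferase reporter in stably transfected Drosophila Schneider cells is measured; decreased signal marks ROR gamma inhibition. Fusion expression is induced by 700 uM copper sulfate for 20 hr.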
Menin MLL FP TR = displaces Texas Red mutant MLL peptide from human menin; Menin + Texas Red MLL mutant peptide, fluorescence polarization; Potency, µM (doses to about 61.6 µM), inactives show at the highest dose FP activity change, negative = inhibition, actives largely listed as inhibitors; 270,000 compounds, 0.23% hits; active means well fitted inhibition curve with a large enough effect in the polarisation, with a control signal flat, not every such curve was filed as active; inconclusive means small, poorly fitted or top-dose-only effect, or effect the other way, or a change in a side signal; inactive means no such curve, though single readings can be large or run the other way; the % refers to the polarisation; further: potency means the concentration at half of the fitted maximal effect; % of control where 0% means no effect; many of its hits are not listed in these tables
Target sequence (O00255 whole entry, looked up): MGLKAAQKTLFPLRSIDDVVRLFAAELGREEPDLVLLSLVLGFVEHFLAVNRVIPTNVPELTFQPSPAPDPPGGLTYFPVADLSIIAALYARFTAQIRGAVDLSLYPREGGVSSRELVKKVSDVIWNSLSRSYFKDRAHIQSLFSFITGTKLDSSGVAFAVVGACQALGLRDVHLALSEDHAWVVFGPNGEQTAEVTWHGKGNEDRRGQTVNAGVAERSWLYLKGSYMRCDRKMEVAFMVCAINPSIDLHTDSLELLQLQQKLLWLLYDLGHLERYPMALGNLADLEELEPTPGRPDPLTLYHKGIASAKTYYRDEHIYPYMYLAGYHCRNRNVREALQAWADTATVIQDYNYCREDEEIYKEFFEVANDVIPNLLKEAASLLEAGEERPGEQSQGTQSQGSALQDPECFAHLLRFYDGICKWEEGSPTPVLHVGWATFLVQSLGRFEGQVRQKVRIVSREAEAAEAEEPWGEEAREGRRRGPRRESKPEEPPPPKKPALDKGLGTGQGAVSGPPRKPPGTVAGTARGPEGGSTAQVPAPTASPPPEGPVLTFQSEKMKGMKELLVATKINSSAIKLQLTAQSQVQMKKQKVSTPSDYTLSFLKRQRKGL
ELG1 repair inh = blocks ELG1-dependent DNA repair in HEK293T cells; HEK293T ELG1-luciferase reporter, luminescence, 16 h; DNA damage induced by 5-fluorouridine; Potency, µM (series often up to 46.1 µM), for the others: at the highest dose activity change, negative = inhibition, actives largely listed as inhibitors; 330,000 compounds, 2.3% hits; AID 504467; further: potency means the concentration at half of the fitted maximal effect; on the % scale 0 is the no-effect control and ±100 the full control effect; nearly all actives have a fitted effect of over 55% in size
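Cells (2,000 per well) received 5-fluorouridine plus test compound or DMSO and were incubated 16 hr at 37 °C, 5% CO2. Luciferase activity was read by luminescence 30 min after ONE-Glo addition; signal suppression marked inhibition of damage-induced ELG1 function.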
MBNL1-CUG inh = inhibitors of human MBNL1 binding to CUG repeat RNA; Q9NR56; TR-FRET MBNL1-His/biotin-(CUG)12 binding, 665/545 ratio; Potency, µM (highest dose often 57.5 µM), without a hit: at the top dose activity change, negative = inhibition, hits mostly inhibitors; 280,000 compounds, 0.036% hits; active means well fitted inhibition curve with a large enough effect in the signal ratio, with a control signal flat, not every such curve was filed as active; inconclusive means small, poorly fitted or top-dose-only effect, or effect the other way, or a change in a side signal; inactive means no such curve, though single readings can be large or run the other way; the % refers to the signal ratio; further: potency means the concentration at half of the fitted maximal effect; on the % scale 0 is the no-effect control and ±100 the full control effect
Target sequence (Q9NR56 whole entry, looked up): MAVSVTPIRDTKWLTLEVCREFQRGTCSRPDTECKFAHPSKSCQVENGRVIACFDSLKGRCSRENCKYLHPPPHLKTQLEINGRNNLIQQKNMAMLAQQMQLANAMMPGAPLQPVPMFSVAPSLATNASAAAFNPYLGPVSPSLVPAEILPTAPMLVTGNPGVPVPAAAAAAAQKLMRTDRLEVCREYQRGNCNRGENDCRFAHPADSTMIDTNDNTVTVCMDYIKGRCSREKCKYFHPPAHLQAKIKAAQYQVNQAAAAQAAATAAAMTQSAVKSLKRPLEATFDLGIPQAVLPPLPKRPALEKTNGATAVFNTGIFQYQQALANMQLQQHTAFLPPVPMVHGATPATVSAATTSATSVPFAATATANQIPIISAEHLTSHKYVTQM
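MBNL1-His + Biotin-(CUG)12, cpd titration 92 nM–58 uM; Tb anti-His Ab 0.055 ng/ul, SA-XL665 5 nM (final); 60 min RT; ratiometric 665/545 nm, Ex 340 nm; normalized to buffer and full-complex controls.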
FLuc modulator = inhibits or activates purified firefly luciferase, miR-21 counter-screen | purified FLuc, Km substrates, luminescence inhibition | P08659 | AID 588342 | Potency, µM (series often up to 57.5 µM), inactives show at the top dose activity change, negative = inhibition, usual class: inhibitors | 360,000 compounds, 6.9% hits;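 further: potency means the concentration at half of the fitted maximal effect; plate controls were vehicle for no effect and reference inhibitor for full effect; nearly all actives have a fitted effect of over 55% in size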
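Purified P. pyralis luciferase (10nM final) with 10uM D-luciferin and 10uM ATP (Km levels) in 50mM Tris acetate pH 7.5, 10mM Mg acetate, 0.01% Tween-20, 0.05% BSA; qHTS 6-point titration, ~60 µM downward; luminescence read.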
Rab9 prom act = activates the Rab9 promoter; Huh7 Rab9 promoter-luciferase reporter, luminescence, 24 h; Potency, µM (series often up to 9.22 µM), for inactives: top-dose activation, negative = inhibition, most hits filed as activators; 320,000 compounds, 2.8% hits; further: potency means the concentration at half of the fitted maximal effect; % of control where 0% means no effect; nearly all actives have a fitted effect of over 60% in size
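Using Huh7 cells stably transfected with Rab9 promoter–luciferase, compounds were incubated 24 h at 37 °C, 5% CO2; luciferase luminescence was read 10 min after reagent addition.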
KCNH2 3.1 block = KCNH2 3.1 (human) potassium channel inhibition | U2OS KCNH2 3.1, thallium flux FluxOr; stronger effect = lower value | activity change, % (tested at about 1.8 µM) | 340,000 compounds, 0.95% hits | AID 720553;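 active means maximum activity change below -70%; inconclusive means maximum activity change from -70% to -50%; inactive means maximum activity change above -50%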;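 further: thallium influx rate constant from kinetic fluorescence after stimulation buffer; on the % scale 0 is the no-effect control and ±100 the full control effect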
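Thallium flux read-out: FluxOr dye with Red40 quencher in HBSS/HEPES, 45 min at RT. Rate constants from kinetic reads were normalized to positive and negative DMSO controls. Cells: U2OS virally expressing the 3.1 isoform.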
PKM2 act = PKM2 (human) enzyme activation; P14618; purified PKM2, Kinase-Glo ATP luminescence, activation; response scale: 0% is enzyme alone, no compound; Potency, µM (series often up to 57.5 µM), inactives show top-dose activation, most hits filed as activators; 260,000 compounds, 0.34% hits; AID 1631; further: potency means the concentration at half of the fitted maximal effect; on the % scale 0 is the no-effect control and ±100 the full control effect; nearly all actives have a fitted effect of over 55% in size
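Purified hPK-M2 (>95% pure) converted ADP (0.1 mM final) to ATP with 0.5 mM PEP in 50 mM imidazole pH7.2, KCl, MgCl2, Tween 20, BSA; 1 h at room temperature. ATP detected by Kinase-Glo luminescence.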
NPC1 promoter act = activates the NPC1 promoter; Huh7 NPC1 promoter luciferase reporter, 24 h; Potency, µM (highest dose often 9.22 µM), for the others: at the highest dose activation, hits mostly activators; 320,000 compounds, 2.4% hits; AID 485313;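 further: potency means the concentration at half of the fitted maximal effect; % of control where 0% means no effect; nearly all actives have a fitted effect of over 60% in size; reporter is driven by a mutant NPC1 promoter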
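NPC1 promoter–luciferase Huh7 cells; 24 h compound; luminescence.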
Gal4-VP16 FLuc = Gal4-VP16 reporter inhibition counter-screen; Drosophila S2 Gal4-VP16 UAS-luciferase, luminescence, 20 h; Potency, µM (top dose mostly 53.6 µM), inactives show top-dose activity, negative = inhibition, actives largely listed as inhibitors; 310,000 compounds, 3.5% hits; AID 2546;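 further: Gal4-VP16 expression switched on by copper sulfate through the metallothionein promoter; potency means the concentration at half of the fitted maximal effect; on the % scale 0 is the no-effect control and ±100 the full control effect; nearly all actives have a fitted effect of over 50% in size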
Mito fusion yeast = blocks mitochondrial division or promotes mitochondrial fusion; S. cerevisiae fusion-defective mutant growth rescue, CellTiterGlo 48 h; Potency, µM (top dose mostly 46.1 µM), inactives show top-dose growth rescue (activation), actives largely listed as activators; 320,000 compounds, 0.23% hits; AID 485298;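 further: potency means the concentration at half of the fitted maximal effect; % of control where 0% means no effect; nearly all actives have a fitted effect of over 45% in size; temperature-sensitive fusion mutants such as fzo1-1 at 37 °C on non-fermentable ethanol glycerol medium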
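Read-out: ATP-based luminescence (CellTiterGlo, 10 min ambient) reporting growth of fusion-defective ts yeast after 48 hours at 37C on glycerol/ethanol YPEG medium in the presence of compound.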
* marks the source's active call; other numbers are inactive results; u = inconclusive; x = no result given; [ ] = remark or other dose. Unless noted, the call rests on the fitted dose curve; in most records, active means well fitted curve in the direction sought with a large enough effect; inconclusive means small, poorly fitted or top-dose-only effect, or another doubt; inactive means no such curve, though single readings can be large; an effect the other way counts as inactive or inconclusive.

SMILES	RORgamma inh	Menin MLL FP TR	ELG1 repair inh	MBNL1-CUG inh	FLuc modulator	Rab9 prom act	KCNH2 3.1 block	PKM2 act	NPC1 promoter act	Gal4-VP16 FLuc	Mito fusion yeast
O=C(CN1CCNCC1)Nc1ccc(Oc2ccccc2)cc1	15%	15%	-5%	5%	3%	3%	4	-10%	3%	-2%	0%
O=C1CSC2(N1)C1CC3CC(C1)CC2C3 (stereo unspecified)	-1%	x	0%	-9%	-2%	-2%	7	0%	-3%	4%	5%
COc1cc(/C=C(\C#N)C(=O)Nc2ccccc2C(=O)O)cc(Cl)c1OC	1%	u	-21%	6%	27µM*	-1%	-2	-11%	-9%	8%	-7%
Cc1ccc(OCc2ccc(Br)cc2)c([N+](=O)[O-])n1	u	14%	u	u	5.4µM*	1µM*	x	-1%	2.2µM*	-1%	2%
CCOC(=O)C1=C(C)NC(=O)NC1c1ccc(OC(=O)c2ccco2)cc1 (stereo unspecified)	-2%	-4%	-20%	4%	3%	8%	8	5%	0%	-19%	-4%
O=C(Nc1cccc(F)c1)Nc1ccnn1C1CCN(C(=O)CCN2CCCO2)CC1	-6%	x	0%	-22%	0%	0%	-27	-7%	2%	-8%	0%
Fc1ccc(COc2ccc(C(=S)N3CCCC3)cc2)cc1	u	8%	u	5%	21µM*	1.3µM*	-29	0%[11.5 µM]	2.2µM*	-30%	-13%
COc1ccc(NS(=O)(=O)c2ccc(NS(=O)(=O)c3cccs3)cc2)c(OC)c1	2%	14%	1%	-2%	-3%	-3%	1	3%	1%	-7%	9%
CCNc1nc2c(c(=O)[nH]c(=O)n2C)n1Cc1ccc(F)cc1	15%	6%	u	-3%	2%	-2%	5	-1%	0%	-14%	-4%
COc1ccc(NC(=O)N2CCCC(C(=O)NCc3ccccc3F)C2)cc1 (stereo unspecified)	-20%	7%	-19%	2%	0%	3%	-5	-3%	-2%	-3%	-2%
CCc1ccc(N2CC(C(=O)OCC(=O)NC3CCS(=O)(=O)C3)CC2=O)cc1 (stereo unspecified)	-36%	4%	1%	-4%	0%	-6%	-12	0%	-3%	7%	-4%
CCN(CC(=O)NCCc1ccc(S(N)(=O)=O)cc1)Cc1ccccc1	1%	x	-5%	-4%	1%	6%	-74*	-3%	-2%	0%	-26%
Cc1ccc(NC2CCCN(C(=O)CCN3CCOCC3)C2)cc1C (stereo unspecified)	-11%	x	2%	-4%	2%	-1%	15	1%	0%	u	-3%
CCOC(=O)c1cccc(NC(=O)CSc2nnc(C3CCCCC3)n2C)c1	-10%	u	0%	6%	-3%	-1%	-10	-4%	-1%	-9%	2%
CC1CCCC(NC(=O)COC(=O)c2cccs2)C1C (stereo unspecified)	x	x	2%	x	-2%	-3%	-8	x	-4%	x	2%
O=C(/C=C\c1ccccc1[N+](=O)[O-])Nc1ccccc1	39%	u	u	x	11µM*	2µM*	-6	1%	u	22%	-5%
COc1ccccc1-n1c(N)cc(=O)nc1SCC(=O)Nc1cc(C)on1	-15%	-9%	-13%	-3%	0%	1%	3	5%	-1%	2%[10 µM]	9%
O=C(Nc1ccc(N2CCOCC2)cc1)C1CC(=O)N(c2ccc(Cl)cc2)C1 (stereo unspecified)	-4%	13%	15%	2%	-1%	1%	5	x	0%	-13%	8%
CC(=O)c1ccc(OCC(O)CN2CCC(C)CC2)cc1 (stereo unspecified)	-36%	-2%[11.7 µM]	5%	8%	6%	6%	-16	0%	-3%	1%	0%
COc1ccc(Cl)cc1C(=O)Nc1cccnc1Cl	4%	-20%	-2%	-8%	-13%	11%	2	-4%	17%	17%	0%
Cc1cccc(NC(=S)NC2CC3CCCC(C2)N3Cc2cccs2)c1 (stereo unspecified)	5µM*	-26%	-9%	0%	2%	0%	-9	-2%	0%	u	-16%
CCC(CC)C(=O)OCC(=O)Nc1cccc(S(=O)(=O)N(C)c2ccccc2)c1	0%	12%	-3%	1%	-14%	21%	-11	3%	-4%	13%	1%
Cc1nc(NCCNC(=O)c2ccco2)c2c(C)c(C)sc2n1	45%	-8%	-19%	15%	-1%	2%	-4	-15%	-4%	3%	3%
COc1ccccc1-c1nc2cc3ccccc3cc2nc1-c1ccccc1	-23%	12%	u	x	u	-2%	3	2%	-3%	18%	u
Cc1ccc(NC(=O)c2ccc(OCC3CCCO3)cc2)nc1 (stereo unspecified)	x	x	u	x	4.8µM*	1µM*	16	x	1.8µM*	x	-1%
CCOC(=O)c1c(NC(=O)CSc2nnnn2CC)sc(C)c1C	30%	0%	-8%	12%	2%	-11%	10	-3%	-4%	4%	1%
O=C(NC(=S)N1CCN(c2nc(-c3ccccc3)cs2)CC1)c1cncc(Br)c1	0.22µM*	u	u	4%	u	-4%	-2	1%	-8%	0.22µM*	6%
Cc1ccc2c(c1)N(CCC(=O)NCc1ccc3c(c1)OCO3)C(=O)CO2	3%	x	-4%	1%	-1%	-1%	-2	-2%	0%	-2%	5%
CCOC(=O)/C(=N\Nc1ccc(Br)cc1)N1CCN(c2ccccc2OC)CC1	10%	-20%	-29%	-22%	-2%	-35%[inhibitor]	-1	0%	-6%	0%	-6%
COc1ccc2[nH]c(=O)c(CN(C)C(=O)COc3ccccc3)cc2c1	2%	-2%	-14%	8%	1%	0%	-1	-1%	-1%	2%	-4%
O=C(O)C1CSC2(c3ccc(F)cc3)CCC(=O)N12 (stereo unspecified)	-30%	-5%	7%	-5%	4%	-7%	2	3%	0%	2%	-6%
Cc1onc(-c2c(Cl)cccc2Cl)c1C(=O)NCc1ccc(S(N)(=O)=O)cc1	15%	15%	-17%	-4%	0%	0%	3	-2%	1%	-9%	0%
Clc1ccc(-c2nc3cnccn3c2NC2CCCC2)cc1	1%	6%	-10%	14%	-3%	-2%	-2	11%	2%	-9%	2%
C[C@@H](Nc1nc(-c2ccccc2)nc2c1oc1ccccc12)C(=O)O	19%	-2%	-1%	3%	u	1%	7	2%	-3%	0%	2%
COC(=O)c1sccc1NC(=O)COc1ccccc1Cl	12%	-3%	u	19%	u	23%	8	-6%	7%	8%	14%
CCOC(=O)c1[nH]c(C)c(C(=O)Nc2ccc(C)c(Cl)c2)c1C	39%	5%	1%	12%	-2%	27%	1	-4%	8%	-1%	-1%
CCCc1cc(-c2[nH]ncc2-c2ccc(C(=O)OCC)o2)c(O)cc1O	-31%	u	u	-2%	1%	-4%	-3	-4%	0%	u	2%
CCC(c1nnc(SCC(=O)Nc2cc(Cl)ccc2C#N)n1C1CCCCC1)N(C)C (stereo unspecified)	u	-17%	8%	x	-1%	23%	0	1%	-2%	u	-2%
Cc1noc(C)c1C(=O)NCCC1=CCCCC1	17%	-5%	15%	-4%	2%[2.3 µM]	-4%	2	-11%	0%	2%	0%
COc1ccc(CCNC(=O)C(C)n2nc(C)c3c(C)n(-c4ccc(C)cc4)nc3c2=O)c(OC)c1 (stereo unspecified)	15%	-27%	-18%	3%	-2%	-23%	-7	x	-24%	-10%	-33%[inhibitor]
O=C(c1ccco1)N1CCc2[nH]nc(-c3ccccc3)c2C1	19%	x	u	-4%	1%	-2%	-10	x	-1%	-11%	1%
COc1cc(OC)c(OC)cc1/C=C/c1cc(C(=O)O)c2ccccc2n1	-13%	u	16%	7%	11µM*	-8%	12	-4%	-1%	2%	-11%
Cc1ccc(NC(=O)CSc2nnnn2C)cc1S(=O)(=O)N(C)C	28%	1%	u	x	1%	4%	5	1%	0%	-4%	0%
CC1CN(c2c3c(nc4ncnn24)CCCC3)CC(C)O1 (stereo unspecified)	-22%	x	-1%	2%	4%	10%	-7	-4%	-3%	15%	2%
C(=N\Nc1nc2ccccc2[nH]1)/c1ccccc1	10µM*	u	u	10%	11µM*	u	-7	-6%	u	u	1%
CSc1nc2ccccc2n1Cc1cccc([N+](=O)[O-])c1	-44%	-3%	u	9%	-5%	-2%	6	-18%	0%	-30%	6%

The list is partial; count on the stated rates, not on these rows.
